Screens: PubChem, several laboratories
S1P3 agonist – S1P3 (human) receptor agonism; Q99500; S1P3 NFAT-BLA reporter cells, FRET ratio; relative to 1 µM S1P, basal subtracted; activation, % at 4.5 µM; 0.1% of 60,000 active;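 active means activation above the screen-wide mean plus 3 SD, cut at about 4.5% in these data, passing the limit was not always enough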; further: some compounds called inactive have numbers as strong as hits
Target sequence (Q99500 whole entry, looked up): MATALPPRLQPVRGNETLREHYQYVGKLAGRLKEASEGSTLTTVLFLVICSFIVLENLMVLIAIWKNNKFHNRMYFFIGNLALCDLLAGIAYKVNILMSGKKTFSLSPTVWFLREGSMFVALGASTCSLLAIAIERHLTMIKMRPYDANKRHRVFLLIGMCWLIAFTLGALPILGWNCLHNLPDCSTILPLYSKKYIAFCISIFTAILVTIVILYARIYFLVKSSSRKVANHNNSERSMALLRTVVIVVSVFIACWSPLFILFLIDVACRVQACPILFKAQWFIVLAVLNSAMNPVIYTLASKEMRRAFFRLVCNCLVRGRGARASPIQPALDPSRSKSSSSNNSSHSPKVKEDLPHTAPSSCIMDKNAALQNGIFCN
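Benchmarks: high control 1 µM S1P / System: stable CHO line with human S1P3, Gα16, NFAT-BLA reporter / Dosing: single compound concentration, 4.5 µM final / Timing: 4 h compound at 37 °C, 2 h substrate at RT / Measured by: FRET β-lactamase substrate fluorescence, excitation 405 nm, 460/535 nm emission ratio, background-subtracted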
M1 antag – blocks the rat M1 muscarinic receptor response to acetylcholine; CHO-M1 cells, Fluo-4 calcium, ACh EC80 antagonist mode; stronger effect = lower value; 3.4% of 64,000 active; AID 628; P08482; B-score at 10 µM;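 active means calcium fluorescence response, raw or row-and-column corrected B-score, differing from the plate sample mean either way at a set confidence level, mostly lower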
S1P1 ag pot – agonists and agonism potentiators of human S1P1 receptor; S1P1 CRE-bla cells, forskolin, beta-lactamase FRET, potentiator mode; S1P1 agonist co-added at EC20, 2 nM; 100% = saturating reference agonist, 0% = basal; activation, % at 9.5 µM; 0.57% of 56,000 active; AID 449;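 active means activation above a cutoff set at the mean activation of all tested compounds plus 3 SD, cut at about 54% in these data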;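 further: forskolin at 4 µM as EC80 and the EC20 agonist is SEW2871; 100% = SEW2871 at its EC100 plus forskolin at EC80; some compounds past the cut are filed as inactive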
Target sequence (P21453 whole entry, looked up): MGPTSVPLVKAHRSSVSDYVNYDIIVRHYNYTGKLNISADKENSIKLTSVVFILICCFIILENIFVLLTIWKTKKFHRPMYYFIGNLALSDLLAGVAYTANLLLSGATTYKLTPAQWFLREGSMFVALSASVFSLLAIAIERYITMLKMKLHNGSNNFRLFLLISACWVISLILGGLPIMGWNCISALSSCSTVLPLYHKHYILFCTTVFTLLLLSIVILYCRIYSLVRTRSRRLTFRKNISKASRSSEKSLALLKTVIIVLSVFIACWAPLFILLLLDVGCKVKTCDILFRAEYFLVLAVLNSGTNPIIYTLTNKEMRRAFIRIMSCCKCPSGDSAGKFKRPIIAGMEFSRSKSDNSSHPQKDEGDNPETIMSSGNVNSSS
5HT1E antag – 5-HT1E (human) receptor antagonism. P28566. CHO 5-HT1E Ga15 NFAT-bla reporter, FRET, antagonist. inhibition, % at 6 µM. 0.99% of 65,000 active. AID 571;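 active means inhibition above a set limit, the mean inhibition across every tested compound plus 3 SD, cut at about 29% in these data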;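 further: signal is the 460 over 535 nm emission ratio of beta-lactamase substrate; 0% = agonist plus DMSO wells and 100% = wells without agonist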
HTR1E agonist – activates the human 5-HT1E serotonin receptor; P28566; CHO 5-HT1E Ga15 NFAT-bla reporter, FRET; 0% DMSO wells, 100% control agonist wells; activation, % at 6 µM; 0.69% of 65,000 active;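 active means activation above a set limit, the screen-wide mean activation plus 3 SD, cut at about 8.5% in these data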;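 further: 100% = positive control agonist at 1 µM giving full maximal response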
M1 agonist – agonists of M1 muscarinic receptor | CHO-M1 cells, Fluo-4 calcium fluorescence, agonist mode; stronger effect = higher value | B-score at 10 µM | 3% of 64,000 active | AID 626;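 active means fluorescence rise, raw or as B-score row- and column-corrected plate score, outside the 99.7% band of its plate's samples, either direction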
5-HT1A blocker – 5-HT1a (human) receptor antagonism; inhibition, % at 10 µM; AID 612; 0.68% of 62,000 active; CHO 5-HT1a Ga15 NFAT-bla reporter, antagonist mode;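 active means inhibition above the mean of all tested compounds plus 3 SD, cut at about 43% in these data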;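 further: receptor stimulated by 5-CT agonist at 100 nM near EC80; beta-lactamase reporter measured by ratiometric fluorescence of a cleavable substrate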
HTR1A agonist – 5-HT1a (human) receptor agonism. P08908. CHO 5-HT1a Ga15 NFAT-bla reporter, FRET ratio; 0% basal, 100% maximal reference agonist. activation, % at 10 µM. 0.56% of 65,000 active. AID 567;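 active means activation above the screen-wide mean activation plus 3 SD, cut at about 19% in these data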;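 further: 0% = DMSO wells and 100% = 5-CT at EC100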
Jurkat viability – cytotoxic compounds reducing Jurkat cell viability; Jurkat E6.1 viability, ATP luminescence, 48 h; inhibition, % at 4 µM; 1.2% of 56,000 active;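 active means inhibition above the mean inhibition of all tested compounds plus 3 SD, cut at about 28% in these data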
Starred values were filed as active, the others as inactive; nt = no result given.

Below each SMILES – S1P3 agonist, M1 antag, S1P1 ag pot, 5HT1E antag, HTR1E agonist, M1 agonist, 5-HT1A blocker, HTR1A agonist, Jurkat viability
Cn1c(=O)c2c(nc(CN3CCc4ccccc4C3)n2Cc2ccccc2F)n(C)c1=O
    -1.8, -0.544, 6.7, -7.9, -0.3, 0.0109, 16.8, 2.2, 2.1
COc1ccc(C2C3=C(CC(C)(C)CC3=O)Oc3ncn(CCCn4ccnc4)c(=N)c32)cc1 (configuration not stated)
    -0.1, 1.28, -14.7, 1.4, 1.8, 0.331, -7.0, 3.2, 0.3
COc1ccc2c(c1)CCc1c(C(=O)NCCN3CCOCC3)noc1-2
    -1.1, nt, -5.0, 6.7, -1.7, nt, 2.6, -3.8, 6.7
COc1cc(S(=O)(=O)N2CCOCC2)ccc1NC(=O)COC(=O)C12CC3CC(CC(C3)C1)C2
    0.6, 5.79e-05, -7.4, -4.1, 0.7, 0.475, -6.7, -2.0, -4.7
O=C(NCCc1ccccc1)C1CCN(S(=O)(=O)c2cccc3nsnc23)CC1
    0.3, -0.5, 4.8, 8.7, -0.6, -1.57, 0.8, -1.5, -0.4
O=C(NC1=NCCS1)c1cccs1
    -0.4, -0.636, 1.1, 2.0, 0.5, -0.0877, 11.3, -2.0, 0.9
Cc1ccc(S(=O)(=O)NCC(=O)N(CC(=O)NC2CCCC2)c2ccc3c(c2)OCCO3)cc1
    0.1, 0.508, 9.2, -4.2, 0.0, 0.161, -2.3, 0.7, 0.9
Cn1c(Cn2c(=O)sc3ccccc32)nnc1SCC(=O)Nc1ccccc1F
    -0.7, -0.196, 3.5, -1.6, 0.0, -0.0484, 2.5, -1.6, 1.1
CCOc1ccc(N(CC(=O)Nc2ccc(OC)cc2)S(=O)(=O)c2c(C)noc2C)cc1
    -0.7, -0.0847, -8.4, -6.3, -0.3, 0.0985, 11.5, 0.7, -8.2
c1ccc(-c2n[nH]c3ccccc23)cc1
    -0.1, -0.686, -4.0, -2.4, 0.1, 0.631, 13.0, -2.8, 2.9
O=C(Nc1ccccc1)N1CCC(C(=O)N(Cc2ccco2)Cc2cccs2)CC1
    -0.1, 0.56, 11.5, -2.5, -0.2, 1.13, 7.1, -0.1, 3.9
Oc1cnn(-c2ccccc2)c1
    -0.7, -0.0106, -16.8, 6.9, 0.1, 0.123, -0.7, -1.2, 7.8
O=C1C2ON(c3ccccc3)C(c3cccnc3)C2C(=O)N1Cc1ccccc1 (configuration not stated)
    -4.1, -0.494, -1.6, -4.4, 1.7, 1.51, nt, 0.3, nt
COc1nc(NCc2ccc(Cl)cc2)nc(OC)n1
    -2.0, -0.103, -7.3, -3.5, -0.5, 0.268, -1.3, 0.4, 6.8
CCCC(C)NS(=O)(=O)c1ccccc1 (configuration not stated)
    -0.1, 0.313, 5.2, -9.6, 0.3, 0.0213, 0.3, 1.6, -5.3
COc1ccc(OC)c2[nH]c(=O)c(CCNS(=O)(=O)c3ccc(C)cc3)cc12
    1.2, -0.0296, -26.2, -13.1, 0.1, -0.529, -0.8, -2.8, 1.8
CCN(CC)CCN1C(=O)C(=O)/C(=C(/O)c2c(C)[nH]c(C(=O)OC)c2C)C1c1ccccc1 (configuration not stated)
    -3.7, 0.398, 3.3, 1.9, -0.8, 0.0174, nt, 1.0, nt
Fc1ccc(-c2nnc3sc(C4COc5ccccc5O4)nn23)cc1 (configuration not stated)
    -0.2, -0.939, -12.7, -6.2, -0.4, -0.0181, -18.9, -2.9, -0.5
COCCn1c(SCC(=O)c2ccc3c(c2)OCCO3)nnc1C(C)C
    -0.9, nt, 5.1, 2.3, 0.9, nt, 12.0, -3.7, -1.8
O=C(Nc1ccccc1C(=O)OCC(=O)N1CCc2ccccc2C1)c1ccco1
    -1.3, -0.0644, 26.7, -2.9, -0.6, 2.45, 17.5, -2.1, -3.4
CCN(CC)CC(=O)Nc1ccc(C)cc1Br
    -0.4, 0.249, -69.0, -5.4, 0.6, 0.167, -7.2, -0.4, -1.5
COc1cccc(OCc2nnc(SCC(=O)OCc3ccccc3)o2)c1
    -2.0, 0.65, -12.0, 7.7, 0.4, 0.078, 11.6, -5.2, -2.9
COc1ccc(S(=O)(=O)N(C)CC(=O)O)c2ccccc12
    -0.1, -0.0625, -5.2, 4.9, -0.8, -0.397, -5.8, -1.4, 0.6
Cc1oc(CC(C)C)c(CN2CCCC2)c1C(=O)O
    -0.5, -0.807, -0.5, -8.9, 0.5, 0.845, -3.4, 1.9, -3.8
Nc1ccc(-c2nc3ccc(N)cc3o2)cc1
    -0.3, -0.923, 1.3, -6.9, 1.5, -0.676, 2.0, 2.5, -3.4
CC(C)COC(=O)C1C2C=CC3(CN(C4CCCC4)C(=O)C13)O2 (configuration not stated)
    -0.6, 0.164, 7.5, -6.6, 0.1, 0.13, -29.2, -0.8, -8.4
COc1cccc2cc(C(=O)n3ccc(C)n3)c(=O)oc12
    0.1, 0.49, -4.0, -2.0, -0.3, -0.341, 2.3, -2.4, 1.2
O=C(Nc1ccc(-c2nnc(-c3ccccc3)o2)cc1)C(F)(F)F
    -1.1, 0.0134, 18.2, -5.9, 0.4, 0.917, 1.6, -5.4, 0.0
CCn1c(-c2cc(Br)ccc2O)n[nH]c1=S
    -0.5, -0.0186, 16.5, 9.1, 0.6, -0.205, -12.4, 0.6, -0.1
CCOC(=O)Cc1csc(NC(=O)c2ccc(S(=O)(=O)N3CCCC3)cc2)n1
    -0.9, -0.624, -20.2, 0.4, 3.2, -0.517, 3.4, -3.8, 11.3
Cc1ccc2nsnc2c1S(=O)(=O)N(Cc1cc2cccc(C)c2[nH]c1=O)CC1CCCO1 (configuration not stated)
    -0.9, -3.17*, -4.3, -0.7, -0.9, 13*, 9.5, -1.4, 0.8
COc1ccc(N2CC(C(=O)NCCc3ccc(OC)c(OC)c3)CC2=O)cc1 (configuration not stated)
    -2.1, 0.428, -13.1, -6.9, 0.2, 0.593, 11.1, -2.4, 0.1
CCCc1nnc2n1N=C(c1ccc(-c3cc(Cl)ccc3Cl)o1)CS2
    nt, 1.04, nt, -4.3, 0.6, -1.04, 5.1, 1.6, nt
COc1ccc(OC)c(NC(=O)CSc2nnc(N)s2)c1
    0.1, -0.0511, 4.4, -5.2, 1.4, 0.0018, -7.3, -0.6, -8.4
O=C(NCCCN1CCOCC1)c1c(F)cccc1F
    -0.4, 0.42, 2.4, 1.1, 1.1, 0.178, -12.5, 3.3, -7.6
O=C(CN(C(=O)CSc1nnc(COc2ccccc2)o1)c1ccc(F)cc1)NC1CCCCC1
    -0.8, 0.458, 12.7, -5.7, 1.3, 0.102, 13.3, -2.2, -6.6
CCc1cc(Br)ccc1NC(=O)C1CCCO1 (configuration not stated)
    -0.8, 0.127, -14.3, -5.0, 0.6, 0.96, 14.5, -1.9, -6.9
O=C(NCc1ccccc1)NC1(C(=O)Nc2ccc3c(c2)OCCO3)CCCCC1
    -0.9, 0.581, 4.4, -1.1, 1.1, -0.466, 1.5, 0.1, -4.3
Cc1ccc(S(=O)(=O)N2CCN(S(=O)(=O)c3ccc4c(c3)OCCO4)CC2)cc1
    -1.4, -1.03, -5.9, -7.4, -0.1, -0.702, -8.1, -0.5, -4.2
CCc1nc(NCC2CCCO2)c2oc3ccccc3c2n1 (configuration not stated)
    -1.1, -0.0926, -5.3, 22.3, -0.7, -0.307, 3.9, -1.1, -1.4
CCOC(=O)CC(=O)CSc1ncnc2c1cnn2-c1ccccc1
    -1.3, 0.516, 0.2, -7.4, 0.1, -0.111, 4.5, -0.7, -12.5
O=C(NC1=NCCS1)c1ccc2c(c1)C(=O)N(Cc1ccco1)C2=O
    -0.3, -0.151, nt, -9.7, 0.3, -0.104, 0.0, -1.6, 1.2
CCOc1ccccc1NC(=O)c1cccc2c1C(=O)N(CCOC)C2
    -0.5, 0.111, -24.0, 0.7, -0.1, -0.475, -20.6, -3.0, -4.8
CCN(CC)CCn1c(=N)n(CCO)c2ccccc21
    -0.8, -1.06, 4.8, -3.8, -0.8, -0.688, 0.4, -4.2, -3.9
CC(C)CC(OC(=O)c1cccs1)C(=O)NCC1CCCO1 (configuration not stated)
    0.0, 1.32, 2.1, -3.1, -1.4, 0.292, 14.1, -1.8, -0.6
CCCc1nn(CCc2ccccn2)c(N)c1CC
    -0.5, -0.201, -1.3, 9.1, -0.8, 0.213, -3.0, -0.4, -1.1
CCCn1c(SCC(=O)NCCc2ccc(Cl)cc2Cl)n[nH]c1=O
    0.1, -0.775, -14.4, -9.7, -0.1, 0.511, -5.9, -2.0, 0.5
CC(=O)Cn1c(CN2CC(C)CC(C)C2)nc2c1c(=O)n(C)c(=O)n2C (configuration not stated)
    0.4, -0.00507, -19.4, -2.2, 0.3, -0.0433, -2.8, -0.5, -2.0
CCc1ccc(S(=O)(=O)c2n[nH]n3c2nc(=O)c2ccccc23)cc1
    nt, 0.333, nt, 13.6, -1.0, -1.3, 12.9, 1.1, nt
O=C(COc1ncnc2ccccc12)N1CCN(C(=O)c2ccco2)CC1
    -0.7, 0.752, 2.9, -16.8, 0.1, 1.4, -1.6, -1.1, -1.2
CCOC(=O)N1CCN(S(=O)(=O)c2ccc(OCC(=O)OC)cc2)CC1
    0.3, 0.00947, -6.9, -10.4, 0.0, -0.409, -0.7, 1.0, -5.8
Cc1ccc(C(=O)NC2CC(C)(C)NC(C)(C)C2)cc1C
    -0.6, -2.97, -11.4, -0.3, -0.2, -0.0122, -6.5, -1.9, -4.2
COc1ccc(S(=O)(=O)N2CCSC2c2ccccc2)cc1 (configuration not stated)
    0.5, -0.557, -30.0, -0.4, -0.5, 0.352, 3.4, -2.5, -0.4
CCCCN(C)C(=O)C1CCN(CCCc2ccccc2)CC1
    -0.8, -0.5, -5.1, -1.7, -0.7, -0.809, 1.6, -0.7, 2.9
O=C(NCCCCNC(=O)c1cccnc1)c1cccnc1
    0.0, -0.0573, 5.4, 1.9, -0.1, 0.873, -3.9, -1.3, -5.6
COc1ccc(N2C(=O)CCC2=O)cc1
    -0.9, 0.211, -12.4, -2.6, 0.7, 0.511, -3.4, -0.4, -0.5
O=C(Nc1nc(-c2nc3ccccc3s2)cs1)c1ccco1
    -1.1, 0.801, 6.8, -0.8, 0.1, 0.703, -9.3, -1.2, 3.9
COCCSc1nc2c(c(=O)[nH]c(=O)n2C)n1CCC(C)C
    -0.1, 0.299, -1.0, 6.2, 0.5, -0.495, -9.3, 0.6, -6.9
COc1ccc(NC(=O)Nc2c(C)n(C)n(-c3ccccc3)c2=O)cc1
    -0.2, -0.514, -9.0, 10.7, 0.5, 0.0922, -9.1, -2.5, -5.2
N#CCSc1nc(N)c(C#N)c(C2CCCCC2)c1C#N
    0.1, 0.755, -21.4, 8.0, 0.4, -1.2, -25.4, -2.7, -2.4
Cn1c(=O)c2c(ncn2CC(=O)N2CCCc3ccccc32)n(C)c1=O
    0.3, 0.159, -2.9, 8.2, -1.4, -0.8, 8.5, -2.1, -0.1
COc1ccc2[nH]c(=O)c(CN(C)C(=O)C3CCCCC3)cc2c1
    -1.3, 0.389, -18.9, -0.3, -0.8, 0.341, 2.5, -1.8, 1.9
CCC(C)c1ccc(NC(=O)c2cccnc2)cc1 (configuration not stated)
    0.5, -0.714, -22.5, -4.7, 0.8, 0.0233, -17.7, 0.2, -2.0
